Tau fluor cs – counter-screen for tau fibril formation inhibitors. Potency, µM (titrated, usually from 57.7 µM), inactives show top-dose activity change, negative = decrease. AID 1463. tau K18 P301L Alexa594 fluorescence, heparin fibrillization. hit rate 0.93% among 280,000; note: % is set by controls: 0 for no effect and ±100 for the full control effect; nearly all actives have a fitted effect of over 55% in size
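Human tau K18 P301L (15 uM unlabeled, 0.24 uM Alexa 594-labeled) in 100 mM sodium acetate pH 7 with 20 uM heparin, 6 hr at 37 C. ThT 30 uM added, 1 hr ambient; Alexa 594 FP and total fluorescence read at 555/632 nm.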
GAA glycogen – GAA glycogen-cleavage inhibition or activation; P10253; recombinant GAA, glycogen substrate, Amplex Red glucose oxidase fluorescence; Potency, µM (series often up to 76.4 µM), without a hit: top-dose activity change, negative = inhibition, hits mostly inhibitors; hit rate 0.38% among 300,000;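 note: 0% = full enzyme reaction and -100% = no-enzyme basal signal; the screen sought inhibitors and activators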
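Recombinant human enzyme (4 nM); glycogen substrate; 37 C, 40 min, pH 5.0. Readout: coupled glucose oxidase/Amplex Red fluorescence.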
Epigenetic reg – derepresses silenced GFP reporter in murine cells. murine LDR cells, GFP reporter derepression, 30 h. Potency, µM (highest dose often 53.9 µM), for the others: at the highest dose GFP activation, hits mostly activators. hit rate 0.2% among 280,000; note: % of control where 0% means no effect; nearly all actives have a fitted effect of over 60% in size
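Readout is the number of GFP-expressing murine LDR cells, counted by cytometry following washing. Cells were treated with compound for 30 h at 37 C; the stably integrated CMV-GFP locus is normally silent.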
Starred values were filed as active, the others as inactive; & = joins results of further samples; [ ] = another dose, or the depositor's remark. Calls come from the whole dose curve; as a rule, active = well fitted curve in the direction sought with a large enough effect; inconclusive = small, poorly fitted or top-dose-only effect, or another doubt; inactive = no such curve, though single readings can be large; an effect the other way counts as inactive or inconclusive. Potency is the fitted concentration of half-maximal effect. This is a subset; the hit share may differ from the screen's.

For COc1ccc(OCc2ccc(-c3nc(C#N)c(NC(C)c4ccccc4)o3)o2)cc1 (centres undefined) the results were Tau fluor cs -11%, GAA glycogen 10%[76.3 µM] and Epigenetic reg 5.7%.
`Nc1c(C(=O)Nc2ccccc2F)sc2nc3c(cc12)CCCCCC3` gave Tau fluor cs -20%, GAA glycogen 17%[76.3 µM] and Epigenetic reg 3.5%.
Screening CCc1cccc(C)c1Nc1c(-c2ccc(N(C)C)cc2)nc2cnccn12 returned Tau fluor cs inconclusive, GAA glycogen 10µM* and Epigenetic reg 2.7%.
For CCn1cc(C(=O)NCCc2ccc(Cl)cc2)c(=O)c2cc(S(=O)(=O)N3CCC(C)CC3)ccc21 the results were Tau fluor cs -22%, GAA glycogen -30%[76.3 µM] and Epigenetic reg 0.3%.
COc1ccc(-c2n[nH]c3c2C(c2ccccn2)N(C)C3=O)cc1 (centres undefined) was read as Tau fluor cs -10%, GAA glycogen 14%[76.3 µM] and Epigenetic reg -0.3%.
Screening CCN1C(C(=O)c2ccccc2)=C(OC(=O)c2ccc(Cl)cc2)c2ccccc2S1(=O)=O returned Tau fluor cs -7%, GAA glycogen -4%[76.3 µM] and Epigenetic reg -1.9%.
For COc1ccc(NC(=O)CSc2ccc(-c3cccs3)nn2)cc1 the results were Tau fluor cs -6%, GAA glycogen -10%[76.3 µM] and Epigenetic reg 2.4%.
For CC(=O)c1ccc(NC(=O)c2nc(-c3ccccc3)n(-c3ccc(C)cc3)n2)cc1 the results were Tau fluor cs -11%, GAA glycogen -7%[76.3 µM] and Epigenetic reg -3.2%.
`CCOCCCNC(=O)CCc1nnc2ccc(N3CCN(c4cccc(OC)c4)CC3)nn12` gave Tau fluor cs -11%, GAA glycogen -1%[76.3 µM] and Epigenetic reg 0.9%.
Cc1ccc(C)c(Cn2c3ccccc3c3cnn(CC(=O)NC(C)c4ccccc4)c(=O)c32)c1 (centres undefined) was read as Tau fluor cs 0%, GAA glycogen 1%[76.3 µM] and Epigenetic reg -1.6%.

A draw from above in order of SMILES length, high to low.
For CCn1cc(C(=O)NCCc2ccc(Cl)cc2)c(=O)c2cc(S(=O)(=O)N3CCC(C)CC3)ccc21 the results were Tau fluor cs -22%, GAA glycogen -30%[76.3 µM] and Epigenetic reg 0.3%.
Cc1ccc(C)c(Cn2c3ccccc3c3cnn(CC(=O)NC(C)c4ccccc4)c(=O)c32)c1 (centres undefined) was read as Tau fluor cs 0%, GAA glycogen 1%[76.3 µM] and Epigenetic reg -1.6%.
Screening CCN1C(C(=O)c2ccccc2)=C(OC(=O)c2ccc(Cl)cc2)c2ccccc2S1(=O)=O returned Tau fluor cs -7%, GAA glycogen -4%[76.3 µM] and Epigenetic reg -1.9%.
For CC(=O)c1ccc(NC(=O)c2nc(-c3ccccc3)n(-c3ccc(C)cc3)n2)cc1 the results were Tau fluor cs -11%, GAA glycogen -7%[76.3 µM] and Epigenetic reg -3.2%.
`CCOCCCNC(=O)CCc1nnc2ccc(N3CCN(c4cccc(OC)c4)CC3)nn12` gave Tau fluor cs -11%, GAA glycogen -1%[76.3 µM] and Epigenetic reg 0.9%.
Screening CCc1cccc(C)c1Nc1c(-c2ccc(N(C)C)cc2)nc2cnccn12 returned Tau fluor cs inconclusive, GAA glycogen 10µM* and Epigenetic reg 2.7%.
COc1ccc(-c2n[nH]c3c2C(c2ccccn2)N(C)C3=O)cc1 (centres undefined) was read as Tau fluor cs -10%, GAA glycogen 14%[76.3 µM] and Epigenetic reg -0.3%.
`Nc1c(C(=O)Nc2ccccc2F)sc2nc3c(cc12)CCCCCC3` gave Tau fluor cs -20%, GAA glycogen 17%[76.3 µM] and Epigenetic reg 3.5%.
For COc1ccc(NC(=O)CSc2ccc(-c3cccs3)nn2)cc1 the results were Tau fluor cs -6%, GAA glycogen -10%[76.3 µM] and Epigenetic reg 2.4%.

The list goes on:
Screening Cc1ccccc1NC(=O)CSc1cn(CC(=O)N(C(C)C)C(C)C)c2ccccc12 returned Tau fluor cs -8%, GAA glycogen 15%[76.3 µM] and Epigenetic reg 3.9%.
`COc1ccc(S(=O)(=O)N(CC(=O)NCCSc2ccccc2)c2ccc(Cl)cc2)cc1` gave Tau fluor cs -19%, GAA glycogen 13%[76.3 µM] and Epigenetic reg -1.3%.
COc1ccc(CNC(=O)c2cc3sccc3n2C)cc1 was read as Tau fluor cs -8%, GAA glycogen -10%[76.3 µM] and Epigenetic reg 0.0%.
For FC(F)(F)c1cccc(N2CCN(Cc3nnc(-c4ccc5c(c4)OCO5)o3)CC2)c1 the results were Tau fluor cs -29%, GAA glycogen -5%[76.3 µM] and Epigenetic reg 1.3%.
Screening Cc1ccc(C)c(N2CCN(c3nc4ccccc4c(=O)n3-c3ccc(Cl)cc3)CC2)c1 returned Tau fluor cs -1%, GAA glycogen 10%[76.3 µM] and Epigenetic reg 0.4%.
`Cc1oc(-c2ccccc2F)nc1Cn1c(SCc2cccc(C(F)(F)F)c2)nc2ccncc21` gave Tau fluor cs 3%, GAA glycogen 11%[76.3 µM] and Epigenetic reg 11%.
`O=C(O)Cn1ccc2cc(S(=O)(=O)N3CCCCCC3)ccc21` gave Tau fluor cs -7%, GAA glycogen 3%&-19%[76.3 µM] and Epigenetic reg -2.9%.
Cc1ccccc1CSCCNC(=O)C1CCN(S(=O)(=O)Cc2ccccc2)CC1 was read as Tau fluor cs -17%, GAA glycogen -11%[76.3 µM] and Epigenetic reg -1.4%.
`Cc1ccc2oc(=O)c3cnn(CC(=O)N4CCN(c5cccc(C(F)(F)F)c5)CC4)c3c2c1` gave Tau fluor cs 2%, GAA glycogen -16%[76.3 µM] and Epigenetic reg inconclusive.
For COc1ccc(NC(=O)c2oc3ccccc3c2NC(=O)c2cc(=O)c3ccccc3o2)cc1 the results were Tau fluor cs -19%, GAA glycogen -7%[76.3 µM] and Epigenetic reg 7.4%.
COc1ccccc1N1CCN(C(=O)C2CCN(S(=O)(=O)c3cnc[nH]3)CC2)CC1 was read as Tau fluor cs 2%, GAA glycogen 2%[76.3 µM] and Epigenetic reg 1.5%.
`Cc1ccccc1C(=O)Nc1cccc(NC(=O)c2ccc(C(C)(C)C)cc2)c1` gave Tau fluor cs -6%, GAA glycogen -10%[76.3 µM] and Epigenetic reg -0.8%.
`COc1ccc(OCC(=O)N2CCN(C(=O)c3ccc(OC)c(OC)c3)CC2)cc1` gave Tau fluor cs -2%, GAA glycogen 1%[76.3 µM] and Epigenetic reg 1.1%.
Screening O=C(Nc1cccc(Cl)c1)c1cnc[nH]1 returned Tau fluor cs -17%, GAA glycogen 5% and Epigenetic reg -1.1%.
`Cc1ccc(C)c(Cn2c(=O)n(-c3ccccc3)c(=O)c3c4c(sc32)CCCC4)c1` gave Tau fluor cs 2%, GAA glycogen 0%[76.3 µM] and Epigenetic reg -1.8%.
For COc1ccc(S(=O)(=O)N(Cc2nc(-c3ccccc3)no2)C2CCCCC2)cc1 the results were Tau fluor cs inconclusive, GAA glycogen 7%[76.3 µM] and Epigenetic reg -1.0%.
For CC(C)NC(=O)c1ccc(Cn2c(=O)c3cccn3c3cccnc32)cc1 the results were Tau fluor cs 1%, GAA glycogen 19%[76.3 µM] and Epigenetic reg -2.4%.
For O=C(CCC1N=C2c3ccccc3N=C(SCc3ccc(Cl)cc3)N2C1=O)N1CCN(c2ccccc2)CC1 (centres undefined) the results were Tau fluor cs -10%, GAA glycogen -1%[76.3 µM] and Epigenetic reg 0.9%.
Screening O=C(CN1C(=O)COc2ccc(Cl)cc21)Nc1cccc(C(=O)O)c1 returned Tau fluor cs -9%, GAA glycogen 8%[76.3 µM] and Epigenetic reg -1.0%.
For Cc1ccc2c(n1)sc1c(=O)n(-c3cccc(C(F)(F)F)c3)nnc12 the results were Tau fluor cs -19%, GAA glycogen -8%[76.3 µM] and Epigenetic reg -3.4%.
N#Cc1ccccc1NC(=O)CSc1ncn[nH]1 was read as Tau fluor cs 4%, GAA glycogen -8%[76.3 µM] and Epigenetic reg 2.4%.
Cc1nc2nc(SCC(=O)N(Cc3ccccc3)C(C)C)nn2c(C)c1Cc1ccccc1Cl was read as Tau fluor cs -13%, GAA glycogen 0%[76.3 µM] and Epigenetic reg 2.8%.
Screening Cc1ccccc1Cn1cc(CCC(=O)NCc2cccc(Br)c2)c2ccccc21 returned Tau fluor cs -18%, GAA glycogen -1%[76.3 µM] and Epigenetic reg 0.0%.
Screening CCCc1nn2c(=O)cc(COc3ccc(/C=C(\C#N)C(=O)Nc4ccccc4)cc3)nc2s1 returned Tau fluor cs -3%, GAA glycogen -19%[76.3 µM] and Epigenetic reg -5.2%.
For CCCNS(=O)(=O)c1cc(-c2nn3c(C)nnc3c3ccccc23)ccc1C the results were Tau fluor cs -14%, GAA glycogen -15%[76.3 µM] and Epigenetic reg -1.1%.
`CCc1ccc(NC(=O)c2ccc3c(O)c(S(=O)(=O)c4ccc(Cl)cc4)c(=O)[nH]c3c2)cc1` gave Tau fluor cs 3%, GAA glycogen 17%[76.3 µM] and Epigenetic reg 0.8%.
O=C(Nc1cccc(-c2nc3ccccc3o2)c1)c1ccc(-c2ccc(Br)cc2)o1 was read as Tau fluor cs -23%, GAA glycogen -7%[76.3 µM] and Epigenetic reg 9.5%.
`Cc1ccc(OCCSc2nc3ccccc3n2CC(=O)N2CCCCC2)cc1C` gave Tau fluor cs -15%, GAA glycogen 13%[76.3 µM] and Epigenetic reg -2.6%.
`O=C(CSC1=Nc2ccccc2C2=NC(CCC(=O)NC3CCCCC3)C(=O)N12)Nc1cccc(C(F)(F)F)c1` (centres undefined) gave Tau fluor cs -18%, GAA glycogen 13%[76.3 µM] and Epigenetic reg 6.2%.
For COc1ccccc1NC(=O)Cn1c(=O)n(-c2cccc(C(C)=O)c2)c(=O)c2c3c(sc21)CN(C(C)=O)CC3 the results were Tau fluor cs -4%, GAA glycogen 3%[76.3 µM] and Epigenetic reg 0.0%.
Screening COC(=O)c1c(NC(=O)c2ccc(Cl)c(Cl)c2)sc2c1CCCC2 returned Tau fluor cs -11%, GAA glycogen 1%[76.3 µM] and Epigenetic reg 0.8%.
`CC1CN(C(=O)CCC(=O)NCc2ccccc2)c2cc(Cl)ccc2O1` (centres undefined) gave Tau fluor cs -1%, GAA glycogen inconclusive and Epigenetic reg -2.2%.
For CCc1ccc(-n2c(=O)c3ccccc3n(CC(=O)NCCc3ccc(OC)c(OC)c3)c2=O)cc1 the results were Tau fluor cs -6%, GAA glycogen 11%[76.3 µM] and Epigenetic reg -0.9%.
`COC(=O)c1ccccc1NC(=O)C1=CC(c2cccs2)=NS(=O)(=O)N1C` gave Tau fluor cs -11%, GAA glycogen 22%&-2%[76.3 µM] and Epigenetic reg 0.1%.
Screening COc1ccccc1NC(=O)c1nn(C)c2c1CS(=O)(=O)c1ccccc1-2 returned Tau fluor cs 5%, GAA glycogen -10%[76.3 µM] and Epigenetic reg 0.0%.
Screening Cc1ccc(NC(=O)C2CCN(S(=O)(=O)c3c(C)noc3/C=C/c3ccco3)CC2)cc1C returned Tau fluor cs -29%, GAA glycogen 16%[76.3 µM] and Epigenetic reg inconclusive.
`CCOC(=O)c1ccc(NC(=O)C2=C(C)Nc3nc(SCc4ccc(Cl)cc4)nn3C2c2ccc(C)cc2)cc1` (centres undefined) gave Tau fluor cs -6%, GAA glycogen 12%[76.3 µM] and Epigenetic reg -1.8%.
CCCCn1cc(S(=O)(=O)c2cc(C)ccc2C)c(=O)c2cc(F)c(N3CCC(C)CC3)cc21 was read as Tau fluor cs -8%, GAA glycogen -1%[76.3 µM] and Epigenetic reg -1.2%.
COc1ccc(Cl)cc1C1CC(=O)Nc2cc3c(cc21)OCCO3 (centres undefined) was read as Tau fluor cs -18%, GAA glycogen 8%[76.3 µM] and Epigenetic reg 14%.
Screening COc1ccc(C(=O)NCCn2cc(SCc3c(F)cccc3Cl)c3ccccc32)cc1 returned Tau fluor cs inconclusive, GAA glycogen -5%[76.3 µM] and Epigenetic reg 0.0%.
`Cc1ccc(Cn2c(=O)c3ccccc3n3c(-c4ccccc4)nnc23)cc1` gave Tau fluor cs -11%, GAA glycogen -5%[76.3 µM] and Epigenetic reg 6.0%.
COCCCNC(=O)c1c(NC(=O)c2nc(S(C)(=O)=O)ncc2Cl)sc2c1CCCC2 was read as Tau fluor cs -26%, GAA glycogen 17%[76.3 µM] and Epigenetic reg inconclusive.
COc1ccc(N2CCN(C(=O)c3nn(C)c4c3CS(=O)(=O)c3ccccc3-4)CC2)cc1 was read as Tau fluor cs 2%, GAA glycogen -20%[76.3 µM] and Epigenetic reg 1.4%.
`CCc1ccc(Oc2nc3c(C)cccn3c(=O)c2/C=C(\C#N)c2nc3ccccc3[nH]2)cc1` gave Tau fluor cs -22%, GAA glycogen -16%[76.3 µM] and Epigenetic reg 11µM*.
COc1ccc(CCNC(=O)c2ccc(Cn3c(=O)c4ccccc4n(Cc4cccc(F)c4)c3=O)cc2)cc1OC was read as Tau fluor cs -20%, GAA glycogen 20%[76.3 µM] and Epigenetic reg 5.1%.
